Bioassay records: PubChem BioAssay, National Center for Advancing Translational Sciences (NCATS)
Shiga toxin inh: inhibitors of Shiga toxin in Vero cells; Vero cells, Shiga toxin protein synthesis inhibition reporter; inhibition, % at 38.7 µM; 290,000 tested, 9.2% active; AID 2315; in the data active = inhibition mostly above about 28%, no sharp cut-off; inactive = mostly below about 43%; also: 0% is about no effect
Cycloheximide cs: counter-screen hit for Shiga toxin inhibitors, cycloheximide; cell reporter, cycloheximide protein synthesis inhibition counterscreen; max response, %; 300,000 tested, 12% active; AID 2314; in the data active = max response mostly above about 13%, no sharp cut-off; inactive = mostly below about 14%; also: read at 38.3 µM for the half of the compounds with a filed dose; 0% is about no effect
HCV inh: HCV inhibition; AID 651820; Potency, µM (series often up to 41.8 µM), inactives show at the highest dose activity change, negative = inhibition, most hits filed as inhibitors; 340,000 tested, 3.4% active; Huh7.5.1 HCVcc-Cre infection, luciferase reporter, 44 h; also: potency is read from the fitted curve at half-maximal effect; % is scaled to controls: 0 for no effect and ±100 for the full control effect
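Cells (1,000/well) were plated 4 h before compound, then infected with HCVcc-Cre virus (~0.5 moi). After 44 h further culture, infection was read as luciferase luminescence following a 15 min substrate incubation at room temperature.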
Pf growth 96h: inhibits malaria parasite growth, 96 h | AID 504834 | P. falciparum luciferase reporter growth, 96 h | 320,000 tested, 6.9% active | Potency, µM (series often up to 28.7 µM), for inactives: at the highest dose activity change, negative = inhibition, most hits filed as inhibitors; also: potency is read from the fitted curve at half-maximal effect; % is scaled to controls: 0 for no effect and ±100 for the full control effect
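Cell-based qHTS: luciferase-tagged P. falciparum in erythrocytes (2% hematocrit, 0.05% parasitemia final) incubated with compounds for 96 hours, 37 C, 5% CO2; luciferase detection reagent then added and luminescence measured.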
LmPK inhibitor: blocks Leishmania mexicana pyruvate kinase activity. Q27686. purified LmPK, Kinase-Glo ATP luminescence, 1 h. Potency, µM (titrated, usually from 57.5 µM), without a hit: top-dose activity change, negative = inhibition, usual class: inhibitors. 290,000 tested, 0.37% active. AID 1721; also: potency is read from the fitted curve at half-maximal effect; % is scaled to controls: 0 for no effect and ±100 for the full control effect
Target sequence (Q27686 whole entry, looked up): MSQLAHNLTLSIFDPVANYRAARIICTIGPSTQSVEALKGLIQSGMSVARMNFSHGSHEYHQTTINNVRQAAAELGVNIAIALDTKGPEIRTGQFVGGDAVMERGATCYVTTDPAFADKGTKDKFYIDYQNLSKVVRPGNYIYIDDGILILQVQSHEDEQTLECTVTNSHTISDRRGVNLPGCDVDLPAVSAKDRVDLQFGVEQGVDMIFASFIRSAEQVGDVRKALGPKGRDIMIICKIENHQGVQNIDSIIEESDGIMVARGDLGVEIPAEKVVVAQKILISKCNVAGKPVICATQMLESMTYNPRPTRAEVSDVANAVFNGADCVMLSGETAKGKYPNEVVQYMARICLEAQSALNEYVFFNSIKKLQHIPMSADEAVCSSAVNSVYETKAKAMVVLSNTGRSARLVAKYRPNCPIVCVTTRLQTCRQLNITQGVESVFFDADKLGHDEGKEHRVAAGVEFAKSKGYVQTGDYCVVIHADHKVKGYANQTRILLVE
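Purified LmPK (0.1 nM) converted ADP (0.1 mM) to ATP with PEP (0.5 mM) in imidazole buffer pH 7.2 with KCl and MgCl2, 1 h at room temperature. ATP was read by Kinase-Glo luminescence; data normalized to uninhibited and no-enzyme controls.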
Pf growth 48h: P. falciparum growth inhibition at 48 hours (one generation). P. falciparum luciferase growth in erythrocytes, 48 h. Potency, µM (series often up to 28.7 µM), for the others: at the top dose activity change, negative = inhibition, most hits filed as inhibitors. 310,000 tested, 5.9% active. AID 504832; also: potency is read from the fitted curve at half-maximal effect; % is scaled to controls: 0 for no effect and ±100 for the full control effect
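Luciferase-expressing parasites in RBCs, 2% Hct / 0.1% parasitemia final; RPMI 1640 + 0.5% Albumax; 37 C, 5% CO2, one generation; luminescence read-out, lower signal = inhibition.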
TbPYK inhibitor: T. brucei pyruvate kinase inhibition; TbPYK enzyme, Kinase-Glo Plus ATP luminescence, 45 min; Potency, µM (doses to about 76.8 µM), for inactives: at the highest dose activity, negative = inhibition, most hits filed as inhibitors; 410,000 tested, 0.12% active; also: potency is read from the fitted curve at half-maximal effect; % is scaled to controls: 0 for no effect and ±100 for the full control effect; nearly all actives have a fitted effect of over 50% in size
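In this concentration-response screen, enzyme-free wells defined baseline while DMSO plates tracked drift. Each reaction combined TbPYK, substrate, compound and 130 uM ADP for 45 min at room temperature. Kinase-Glo Plus luminescence gave the signal.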
* marks the source's active call; other numbers are inactive results; ? = inconclusive; . = not tested or not shown; & = joins results of further samples; [ ] = remark or other dose. Unless noted, calls follow the shape of the dose curve; as a rule, active = well fitted curve in the direction sought with a large enough effect; inconclusive = small, poorly fitted or top-dose-only effect, or another doubt; inactive = no such curve, though single readings can be large; an effect the other way counts as inactive or inconclusive.

SMILES | Shiga toxin inh | Cycloheximide cs | HCV inh | Pf growth 96h | LmPK inhibitor | Pf growth 48h | TbPYK inhibitor
O=C(Nc1cccc(S(=O)(=O)N2CCOCC2)c1)c1ccc2c(=O)n3c(nc2c1)CCCCC3 | 20 | -2 | 7.1µM* | ? | 7% | -28% | 1%
COc1ccc(-c2cn3ccccc3n2)cc1[N+](=O)[O-] | 96* | 67* | -29% | 162%[activator] | -27% | 147%[activator] | -2%
CC(CNC(=O)CCC(=O)N1CCOc2ccc(Cl)cc21)c1ccccc1 (configuration not stated) | 4 | -2 | -5% | 13µM* | 0% | ? | -5%
CCO[C@H]1OC(C(=O)N2CCN(Cc3ccccc3)CC2)=C[C@@H](C2CCCCC2)[C@@H]1CCCO | -16 | -3 | -11% | 1.7µM* | 0% | ? | 6%
CCOC(=O)N1CCC(NC(=O)c2cc3ccccn3n2)CC1 | -11 | -6 | 15% | 13% | 0% | . | -6%
COc1cc(-c2nc3n(c(=O)c2C#N)CCS3)cc(OC)c1OC | -16 | -3 | -6% | 0.66µM* | 2% | ? | 2%
C=Cn1cc[n+](CC(=O)c2ccc(Cl)cc2)c1 | . | -4 | 15% | ? | 3% | ? | -4%
NC1(C#Cc2ccc3oc(=O)c(-n4cc(-c5ccsc5)nn4)cc3c2)CCCCC1 | . | . | ? | -2% | . | 17% | 2%
CC1(C(=O)NNC(=S)NCc2ccco2)CC1(Cl)Cl (configuration not stated) | -15 | -3 | 23% | -2% | -3% | 7% | -4%
O=C(Nc1ccc(F)cc1)c1ccccc1NS(=O)(=O)N1CCCC1 | 30 | 8 | 19% | ? | 5% | ? | -5%
O=C1N(c2ccc(Cl)cc2)C(c2cccnc2)N2CCCN12 (configuration not stated) | 108* | 26 | 9% | ? | -6% | 9% | 2%
Cc1ccc(C=Nc2cc([N+](=O)[O-])ccc2C)s1 | 18 | 6 | 2% | -21% | 1% | 1% | -9%
COc1ccccc1N(CC(=O)NC1CCCCC1)S(C)(=O)=O | -11 | -2 | 12% | -25% | 7% | . | -8%
CCOCCCNC(=O)C(NC(=O)c1ccccn1)c1ccc(C)cc1 (configuration not stated) | 12 | -4 | 8% | -16% | 3% | 3% | -3%
COc1ccc(-n2nc([N+](=O)[O-])c(=NCCc3ccccc3)n2O)cc1 | -8 | 15* | ? | 0% | 1% | 0% | 2%
COC(=O)[C@@]1(Cc2ccc(OC)cc2)[C@@H]2[C@@H](CC(=O)[C@H]2CC(=O)C(=O)N(C)C)CN1C(=O)c1ccccc1 | -19 | -4 | 9% | ? | 1% | ? | 3%
CCn1c(Sc2nc(C)nc3scc(-c4cccs4)c23)n[nH]c1=O | -5 | -4 | ? | 7.4µM* | -2% | ? | 0%
O=C(NCC1CCCO1)c1c(O)c2cccc3c2n(c1=O)CC3 (configuration not stated) | -6 | 4 | 4% | 42%[activator] | 4% | -2% | -5%
CC1=Nc2cc(C(=O)N3CCCC3)ccc2Sc2ccc(C)cc21 | 3 | 12 | 1% | ? | 1% | 9.3µM* | 6%
CSc1cccc(NC(=O)C2(S(=O)(=O)c3ccc(C)cc3)CC2)c1 | 19 | 12 | -5% | -18% | -1% | 23% | -2%
O=C(Cn1cncn1)N/N=C/c1cccc2ccccc12 | -4 | -2 | 4% | -15% | -1% | 25% | -15%
NC(=O)c1c(NC(=O)CSc2nc3c(c(C(F)(F)F)n2)CCc2ccccc2-3)sc2c1CCCC2 | -10 | -2 | ? | 10% | 1% | 21% | 0%
Cc1c(C(=O)NN)nn(-c2ccc(Cl)cc2)c(=O)c1C#N | -18 | -16 | 14µM* | -30% | 14% | 5% | -2%
O=C(NCCc1cn2ccccc2n1)c1ccc(Br)o1 | -1 | -3 | 17% | -15% | -12% | 4% | 8%
COC(=O)CCCC1=CC2=CC(=O)C(C)(OC(=O)c3cccs3)C(=O)C2=CN1CCN1CCOCC1 (configuration not stated) | 5 | -3 | -8%[8.37 µM] | ? | -1%[11.5 µM] | ? | 3%
COC(=O)C(NC(=O)c1ccc(OC)cc1)(Nc1ncc(S(=O)(=O)c2ccc([N+](=O)[O-])cc2)s1)C(F)(F)F (configuration not stated) | 14 | -2 | ? | . | 0% | 8.3µM* | 0%
CC(OC(=O)c1cccnc1SCc1cc(=O)n2ccccc2n1)c1ccccn1 (configuration not stated) | 16 | 8 | -5% | 69%[activator] | 0% | . | 1%
O=C(CSc1nc2c(c(=O)n1-c1ccc(F)cc1)SCC2)NCC1CCCO1 (configuration not stated) | -8 | 3 | 11% | 0% | 5% | . | 2%
O=C(NCc1ccccc1)c1nc2c(nnn2Cc2cccc(Cl)c2)c(=O)[nH]1 | -2 | -4 | 22% | 2.9µM* | 1% | -18% | -3%
CCS(=O)(=O)c1ccc(O)c(NC(=O)COc2ccc(C)cc2)c1 | -11 | 1 | 31%[activator] | -25% | -2% | -2% | -1%
COc1ccc2c(CSc3nnc(-c4cccnc4)n3-c3ccccc3F)cc(=O)oc2c1 | -7 | -5 | -14% | 6.6µM* | 3% | ? | -24%
OC1(c2ccc(F)cc2)CN(c2ccccc2)C2=[N+]1CCS2 (configuration not stated) | 60 | 2 | ? | ? | 0% | -15% | -2%
O=[n+]1c2c(n([O-])c3cc(Br)ccc31)CCCC2 | 22 | -2 | 16% | -17% | 1% | ? | 2%
Cc1cc(N2CCCCC2)nc(SCc2ccc(C#N)cc2)n1 | 20 | -2 | ? | . | 3% | 15µM* | 4%
COc1ccc(C(=O)NCc2nnc(SCC(=O)Nc3cccc(OC)c3)o2)cc1 | -4 | -5 | -1% | ? | -1% | 16% | -10%
O=C(O)/C=C/c1ccccc1Oc1ccccc1 | 7 | -2 | 17% | -2% | -1% | 9% | 4%
CCOC(=O)Nc1sc2c(c1C#N)CCCC2 | 74* | 31* | -12% | 124%[activator] | 8% | . | 2%
O=C(NCCCn1ccnc1)c1ccc(-c2ccccc2)cc1 | 7 | 4 | -21% | -3% | -9% | 1% | -6%
COc1cccc(-c2nc3sc4c(c3c(=O)[nH]2)CCCCC4)c1 | 75* | 21* | 13% | 448%[activator] | -6% | 349%[activator] | -4%
C=CCn1nnnc1SCC(=O)Nc1ccc(OC)cc1 | 20 | 24* | 3% | -37% | -2% | 39%[activator] | 8%
CCN1CCN(C(c2ccc(OC)cc2)C(O)C(=O)c2c[nH]c3ccccc23)CC1 (configuration not stated) | -10 | -3 | 3% | ? | 1% | . | 4%
O=C(CN1CCN(c2ccc(O)cc2)CC1)Nc1ccc(-c2ccccc2)cc1 | 2 | -1 | 14% | ? | -14% | ? | ?
Cc1ccccc1S(=O)(=O)Cc1ccc(C(=O)NCc2ccco2)o1 | -4 | 2 | 14% | ? | -2% | 9% | ?
Cc1cc(NC(=O)CSc2nnc(-c3ccc(S(=O)(=O)N4CCCC4)cc3)n2C)no1 | -5 | -2 | ? | 12µM* | 0% | ? | -6%
Cc1ccc(Nc2nc3ccccc3c(=O)s2)cc1 | 26 | -3 | 13% | ? | 8% | 9% | -2%
COc1ccc(NC(=O)Cn2nnc(-c3ccccc3N)n2)cc1OC | -7 | -2 | ? | . | -2% | 18% | -7%
CCC(=O)c1ccc(OC(=O)N(C)c2ccccc2)cc1 | 75 | 26* | 0% | 4% | -9% | 56%[activator] | 2%
CC(Oc1ccccc1)C(=O)N1CCN=C1SCc1ccc(F)cc1 (configuration not stated) | -1 | -1 | -20% | -22% | -5% | ? | -15%

Twelve entries out of the list, sorted by formula weight, rising:
SMILES | Shiga toxin inh | Cycloheximide cs | HCV inh | Pf growth 96h | LmPK inhibitor | Pf growth 48h | TbPYK inhibitor
O=C(O)/C=C/c1ccccc1Oc1ccccc1 | 7 | -2 | 17% | -2% | -1% | 9% | 4%
CCOC(=O)Nc1sc2c(c1C#N)CCCC2 | 74* | 31* | -12% | 124%[activator] | 8% | . | 2%
Cc1ccc(Nc2nc3ccccc3c(=O)s2)cc1 | 26 | -3 | 13% | ? | 8% | 9% | -2%
CCC(=O)c1ccc(OC(=O)N(C)c2ccccc2)cc1 | 75 | 26* | 0% | 4% | -9% | 56%[activator] | 2%
O=C(NCCCn1ccnc1)c1ccc(-c2ccccc2)cc1 | 7 | 4 | -21% | -3% | -9% | 1% | -6%
Cc1cc(N2CCCCC2)nc(SCc2ccc(C#N)cc2)n1 | 20 | -2 | ? | . | 3% | 15µM* | 4%
COc1cccc(-c2nc3sc4c(c3c(=O)[nH]2)CCCCC4)c1 | 75* | 21* | 13% | 448%[activator] | -6% | 349%[activator] | -4%
COc1ccc(NC(=O)Cn2nnc(-c3ccccc3N)n2)cc1OC | -7 | -2 | ? | . | -2% | 18% | -7%
CC(Oc1ccccc1)C(=O)N1CCN=C1SCc1ccc(F)cc1 (configuration not stated) | -1 | -1 | -20% | -22% | -5% | ? | -15%
Cc1ccccc1S(=O)(=O)Cc1ccc(C(=O)NCc2ccco2)o1 | -4 | 2 | 14% | ? | -2% | 9% | ?
O=C(CN1CCN(c2ccc(O)cc2)CC1)Nc1ccc(-c2ccccc2)cc1 | 2 | -1 | 14% | ? | -14% | ? | ?
Cc1cc(NC(=O)CSc2nnc(-c3ccc(S(=O)(=O)N4CCCC4)cc3)n2C)no1 | -5 | -2 | ? | 12µM* | 0% | ? | -6%

Additional structures follow:
SMILES | Shiga toxin inh | Cycloheximide cs | HCV inh | Pf growth 96h | LmPK inhibitor | Pf growth 48h | TbPYK inhibitor
O=C1C=C(c2ccc(Cl)c(C(F)(F)F)c2)C[C@@H](c2ccc(Cl)cc2)C1 | . | . | 4% | -1% | . | ? | 0%
NC(=O)COC(=O)CCCc1c[nH]c2ccccc12 | -22 | 0 | 15% | . | 1% | 0% | 0%
CCc1ccc(NC2=NCC(=O)N2Cc2ccc3c(c2)OCO3)cc1 | -3 | -2 | 1% | 9.3µM* | -2% | 0% | 1%
N#Cc1ccc(-c2csc(NC(=O)c3cc(-c4cccs4)nc4ccccc34)n2)cc1 | -13 | -1 | ? | ? | -1% | ? | -2%
CCOC(=O)c1cc(-c2ccccc2)nc2ccc(C)cc12 | -4 | -2 | -53% | ? | -8% | 0%&0% | -7%&3%
Cc1ccc(C(=O)C2(C)C3c4cc(Br)ccc4OC(=O)C32C(=O)c2ccco2)cc1 (configuration not stated) | -14 | -3 | -3% | ? | 3% | ? | 6%
Oc1ccc(Nc2nc(Cl)nc(NCc3ccco3)n2)cc1 | 38 | 34* | ? | -29% | -2% | -19% | 0%
O=C1NC2(CCCC2)C(=O)N1Cc1cc(=O)n2ccsc2n1 | 30 | 2 | 4% | -5% | -1% | 12% | 2%
CCc1ccc(NC(=S)NC2CC3CCCC(C2)N3Cc2cccs2)cc1 (configuration not stated) | -11 | 1 | 7.9µM* | 2.1µM* | -4% | ? | -5%
